HRP interference = HRP/luminol detection interference without ALR, dose response, artefact control for ALR inhibitor project, biochemical, luminescence, no ALR or DTT; 15% of 2,500 active; HRP/H2O2 luminol luminescence counterscreen, no ALR; AC50 in µM for hits, for the others activity change, negative = inhibition, % at the top dose, mostly 10 µM;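 active = signal-lowering compounds whose fitted half-maximal concentration AC50 is no higher than ten times their top tested concentration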;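 also: 0% = median of neutral control wells and -100% = median of quercitin 100 µM wells; many of its hits are not listed in these tables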
Active calls of the source: *. The list is partial; rates above refer to the full screens.

smiles | HRP interference
CCc1ccc(N2C(=O)NC(=O)/C(=C\C=C\c3ccco3)C2=O)cc1 | 2.0%
O=C1NC(=O)N(Cc2ccccc2)C(=O)/C1=C/C=C/c1ccco1 | 0.0%
C/C(CCc1c[nH]c2ccccc12)=N\O | -1.3%
Cc1ccc2c(c1)CNc1ccccc1O2 | -2.4%
Clc1ccccc1CN1CCN(c2cccc3[nH]ccc23)CC1 | -5.9%
Cc1[nH]c2ccccc2c1/C=N/O | -12%

Copied from the listing, three compounds:
smiles | HRP interference
C/C(CCc1c[nH]c2ccccc12)=N\O | -1.3%
Cc1ccc2c(c1)CNc1ccccc1O2 | -2.4%
Clc1ccccc1CN1CCN(c2cccc3[nH]ccc23)CC1 | -5.9%

Screening results deposited in PubChem by Broad Institute.
